mcGAS inh: mouse cGAS inhibition by luminescence; Q8C6L5; recombinant cGAS, Kinase-Glo ATP depletion luminescence; inhibition, % at 12.5 µM; actives 0.15% (n = 160,000); AID 1259399;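 further: 0% = negative control wells and 100% = reference inhibitor with no enzyme activity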
hcGAS inh: blocks human cGAS activity | Q8N884 | recombinant h-cGAS, ATP depletion, Kinase-Glo luminescence | inhibition, % at 12.5 µM | actives 0.081% (n = 290,000) | AID 1259398;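 further: 0% = vehicle reaction and 100% = reaction without DNA for no activity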
Target sequence (Q8N884 whole entry, looked up): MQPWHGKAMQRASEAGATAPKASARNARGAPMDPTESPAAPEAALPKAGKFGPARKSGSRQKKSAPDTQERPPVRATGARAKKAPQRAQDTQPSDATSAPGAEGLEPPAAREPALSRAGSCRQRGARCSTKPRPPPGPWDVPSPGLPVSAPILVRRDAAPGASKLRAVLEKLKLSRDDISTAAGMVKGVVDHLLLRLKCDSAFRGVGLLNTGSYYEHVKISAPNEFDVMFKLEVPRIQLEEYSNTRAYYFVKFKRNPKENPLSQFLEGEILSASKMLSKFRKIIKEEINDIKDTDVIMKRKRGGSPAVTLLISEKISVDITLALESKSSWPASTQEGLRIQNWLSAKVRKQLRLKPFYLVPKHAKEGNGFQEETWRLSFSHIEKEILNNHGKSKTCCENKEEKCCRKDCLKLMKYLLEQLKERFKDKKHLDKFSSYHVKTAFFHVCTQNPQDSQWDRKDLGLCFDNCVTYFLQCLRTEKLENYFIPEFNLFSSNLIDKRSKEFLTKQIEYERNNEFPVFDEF
NPYLR7 ag: activates Aedes aegypti NPYLR7 receptor; HEK293T NPYLR7/Galpha15, GCaMP6s calcium fluorescence; activation, % at 10 µM; actives 0.15% (n = 270,000); in the data active means activation above about 40%;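 further: 0% = vehicle and 100% = reference agonist at the receptor; some compounds past the cut are filed as inactive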
Active calls of the source: *; . = no result given; & = joins results of further samples. Unless noted, no stated cut-off is given here; in the data, active means inhibition above about 40%; inactive means the rest.

SMILES | mcGAS inh | hcGAS inh | NPYLR7 ag
O=C(Nc1cc(C(F)(F)F)cc(C(F)(F)F)c1)Nc1ccc(N2CCCC2)c(C(=O)NCCc2ccccc2)c1 | -6.9 | -17.1 | -3.7
O=C(CN1C(=O)c2ccccc2C1=O)N1CCN(C(c2ccccc2)c2ccccc2)CC1 | -4.1 | -1.7 | 3.7
CN(CCc1ccccc1)C(=O)c1cccc(-n2ccnc2)c1 | . | 3.7 | -2.4
CC(/C=C1\N=C(c2ccc(F)cc2)OC1=O)=C\c1ccccc1 | . | -4.3 | -2.5
CN1CCN(C(=O)c2ccc(Cn3cc(Cl)cn3)o2)CC1 | . | -1.4 | -2.8
CN(C)c1ccc(P(=O)(C2=C(O)CCC2)C2=C(O)CCC2)cc1 | -1.6&-1.4 | 6.2&6.5 | 8.0&2.5
Cc1ccc(C(=O)NC(C(=O)N2CCCC2)C2CCN(C(=O)c3ccc(C)cc3)CC2)cc1 (stereo not given) | -6.7 | -4.0 | 10.5
CC(C)(C)OC(=O)NC(CCC(=O)N1CCC2(CC1)CC(=O)c1cc(F)ccc1O2)C(=O)N1CCC2(CC1)CC(=O)c1cc(F)ccc1O2 (stereo not given) | -7.1 | -2.8 | -3.4
CCOC(=O)c1c(NC(=O)C(Cl)(Cl)Cl)c(-c2ccc3c(c2)OCO3)cn1C | -4.9 | -2.5 | 6.0
COc1ccccc1CN(C)C(=O)c1c[nH]c(=S)n1-c1ccccc1 | -8.7 | -3.7 | 0.5
CCOC(=O)CC(=O)Nc1ccc(-c2onc3c2CCCC3)cc1 | -5.2 | -2.9 | -0.1
CCN(CC)C(=O)C1(c2ccccc2)CC1CN (stereo not given) | . | -3.3 | -8.7
CC(=O)N1N=C(C2C(=O)NC(=O)N(c3ccc(Cl)cc3)C2=O)CC1c1ccccc1 (stereo not given) | . | -3.5 | 6.8
Cc1ccc2nc(N3CCC(C)CC3)c(C=C3SC(=S)N(CC(C)C)C3=O)c(=O)n2c1 | -7.3 | -4.3 | 4.1
Cc1nccn1CC1(CNC(=O)c2sccc2Cl)CC1 | -15.1 | 0.2 | .
O=c1c2ccccc2nc2sc(Nc3ccc(F)cc3F)nn12 | . | -5.7 | 9.2
CC(=O)c1cc(Cl)cc(CN2CCN(C(=O)c3ccc(C)s3)CC2)c1O | . | -9.6 | 10.1
Cc1ccc(C=NNc2ccc3ccccc3n2)o1 | . | -11.1 | 3.9
CN(C(=O)c1ccc(NC(=O)NC2CCS(=O)(=O)C2)cc1Cl)C1CCCCC1 (stereo not given) | -16.5 | -10.8 | -7.3
O=S(=O)(NCCNc1nc(-c2ccco2)nc2ccccc12)c1ccc(Cl)cc1 | 1.4 | 1.7 | 0.7

The final 2 records of the part before lead into the next:
SMILES | mcGAS inh | hcGAS inh | NPYLR7 ag
CN(C(=O)c1ccc(NC(=O)NC2CCS(=O)(=O)C2)cc1Cl)C1CCCCC1 (stereo not given) | -16.5 | -10.8 | -7.3
O=S(=O)(NCCNc1nc(-c2ccco2)nc2ccccc12)c1ccc(Cl)cc1 | 1.4 | 1.7 | 0.7
CCOC(=O)C(C)NS(=O)(=O)c1cc(OC)c(OC)cc1F (stereo not given) | -1.9 | 1.4 | -0.1
COc1ccc(OCC(=O)N=Nc2c(O)[nH]c3ccc(F)cc23)c(Br)c1 | -2.9 | -5.2 | -0.8
CC(C(=O)N1CCN(C/C=C/c2ccccc2)CC1)N1C(=O)c2ccccc2C1=O (stereo not given) | . | -4.0 | -3.8
COc1cn(CC(=O)N2CCOCC2)c(CO)cc1=O | -7.3 | -11.8 | 2.0
CCC(C)N(CC(=O)N1CCc2sccc2C1c1ccc(Cl)cc1Cl)C(=O)c1ccc([N+](=O)[O-])cc1 (stereo not given) | -3.3 | -3.2 | 14.8
Cc1cc(=O)[nH]c(-n2nc(C)cc2NC(=O)c2snnc2C)n1 | -8.5 | -8.9 | 8.3
Cc1c(CN2CCCC(N3CCCC3=O)C2)[nH]c2ccc(F)cc12 (stereo not given) | . | -7.2 | 2.9
Cc1cccc2c1N(C(=O)CNC(=O)C(C)(C)C)CCC2 | . | -5.9 | 1.5
Cn1nnnc1NCc1ccccc1OCc1ccccc1 | . | -3.2 | 0.6
CCN1CCC(C(=O)NC(c2ccc(Cl)cc2)c2ccsc2)CC1 (stereo not given) | -3.2 | -4.3 | 5.8
Cc1cnc(C(C)NC(=O)Nc2ccccc2OCC(F)F)s1 (stereo not given) | -15.0 | -6.4 | 0.8
Cc1cc(=O)[nH]c(-n2nc(C)cc2NC(=O)C2c3ccccc3Oc3ccccc32)n1 | -5.9 | -8.7 | 9.2
CC(=O)Nc1ccc(C)c(OC(C)=O)c1 | . | 14.4 | -3.4
Cc1cccc2nc(CSc3nc4ccccc4[nH]3)cn12 | -5.8 | -6.4&-2.4 | -0.4&-0.4
COCCN1CCCC2(CCN(Cc3cccc(C(F)(F)F)c3)C2)C1=O (stereo not given) | . | -6.0 | 16.1
CCc1cnc(C)nc1NC(C)c1nncn1C (stereo not given) | -11.4 | -5.0 | -4.1
COCC(=O)Nc1ccc(N(C)C)c(CN(C(=O)c2cccc(C)c2)C(C)C(C)C)c1 (stereo not given) | -4.6 | 4.1 | 2.9
C=CCN(Cc1nccn1Cc1c(C)cc(C)cc1C)C(=O)c1ccccc1F | 1.2 | -1.6 | -6.2
CCCN(CC(=O)N(Cc1cccn1Cc1cccc(OC)c1)C(C)CC)C(=O)CCc1ccccc1 (stereo not given) | -4.7 | -2.5 | -7.1
COCCNC(=O)c1c(C)noc1-c1ccccc1OC | -5.5 | -4.2 | 21.5

An excerpt of these results, with two lines to a compound:
Below each SMILES – mcGAS inh	hcGAS inh	NPYLR7 ag
- Cn1nnnc1NCc1ccccc1OCc1ccccc1
    .	-3.2	0.6
- CCOC(=O)C(C)NS(=O)(=O)c1cc(OC)c(OC)cc1F (stereo not given)
    -1.9	1.4	-0.1

As entered above:
mcGAS inh, COc1cn(CC(=O)N2CCOCC2)c(CO)cc1=O is entered as -7.3
NPYLR7 ag, Cn1nnnc1NCc1ccccc1OCc1ccccc1 is entered as 0.6
mcGAS inh, COCC(=O)Nc1ccc(N(C)C)c(CN(C(=O)c2cccc(C)c2)C(C)C(C)C)c1 (stereo not given) is entered as -4.6

More records:
SMILES | mcGAS inh | hcGAS inh | NPYLR7 ag
O=C1CCCN1CCC1CCN([C@@H]2c3ccccc3C3(CCNCC3)[C@H]2O)CC1 | -2.4 | 5.0 | -11.5
COCCOC(=O)C1=C(C)NC2=C(C(=O)CC(c3ccccc3)C2)C1c1cc2c(cc1Cl)OCO2 (stereo not given) | -5.5 | -3.9 | 0.0
O=C(NCc1ccc(Cl)cc1)c1cccnc1SC(F)F | . | 2.9 | 4.2
CCC(CC)n1nc(C)cc1NC(=O)c1cnoc1C1CC1 | -10.0 | -3.5 | 3.4
O=C(NCC(F)(F)F)C1CCCN1C(=O)/C=C/c1ccc2ccccc2n1 (stereo not given) | . | -9.5 | 6.6
CCOC(=O)c1cc(-c2ccc(N3CCN(C(=O)c4cnn(C)c4Cl)CC3)cc2)n(-c2ccccc2OC)n1 | -6.5 | -3.1 | 27.3
COCCCN(Cc1ccsc1)Cc1ccc(C(=O)OC)o1 | . | -6.1 | -4.8
Cc1cc(C)c(O)c(C(=O)NCCC(=O)NCc2ccncc2)c1 | . | 2.1 | 4.0
O=C1N(c2ccccc2)C[C@@H]2C[C@@H](c3cccn3-c3cccnc3)N3CCC[C@@]123 | -14.0 | -3.0 | 5.3
COCCN(CCC(=O)N1CCC(n2c(=O)[nH]c3ccccc32)CC1)c1nc(Cc2cccc(OC)c2)ns1 | -0.2 | 0.8 | .
CCOC(=O)N1CCN(C(=O)CC2(c3ccccc3C)CC(=O)N(Cc3ccccc3)C2=O)CC1 (stereo not given) | -25.9 | -6.2 | 6.1
Cc1c(C(=O)NCc2ccccc2C(F)(F)F)sc(=O)n1CCOc1ccc(F)cc1 | . | -7.3 | 14.1
COc1ccccc1N1CCN(C(=O)c2ccc(CSc3nc(Cl)cc(N(C)C4CCCCC4)n3)cc2)CC1 | -1.4 | 0.8 | .
Oc1oc(-c2ccccc2Br)nc1C=Nc1cccc(F)c1 | 3.0 | 3.4 | -6.3
C=CCN1C(=O)NC(c2ccc(F)cc2)C2=C1CN(CCc1ccccc1)C2=O (stereo not given) | -2.8 | -1.4 | .
CN(Cc1cc(-c2cccnc2)no1)c1nccc(CCC(F)(F)F)n1 | . | -4.4 | 17.1
O=C1CC(c2ccccc2)CC2=Nc3ccccc3NC(c3cccc(Cl)c3)C12 (stereo not given) | -3.6 | -7.0 | -6.6
N#Cc1cccc(S(=O)(=O)Nc2nnc(CC3CCCC3)s2)c1 | -13.6 | -5.8 | -1.8
NC(=O)NC1CCS(=O)(=O)C1 (stereo not given) | . | -3.5 | 2.6
Cc1ccc(O)c(C(=O)NCc2ccc(N3CCCC3=O)cc2)c1 | -4.1 | 0.6 | 4.1

Among those listed so far, these have two or more sulfur atoms.
SMILES | mcGAS inh | hcGAS inh | NPYLR7 ag
Cc1ccc2nc(N3CCC(C)CC3)c(C=C3SC(=S)N(CC(C)C)C3=O)c(=O)n2c1 | -7.3 | -4.3 | 4.1
N#Cc1cccc(S(=O)(=O)Nc2nnc(CC3CCCC3)s2)c1 | -13.6 | -5.8 | -1.8

Bioassay records from PubChem BioAssay.
